Bioassay records (PubChem)
eLon inh – E. coli protease La inhibition; inhibition, % at 7.94 µM; purified E. coli Lon protease, fluorescence polarization; P0A9M0; AID 602123; actives 0.42% (n = 360,000); in the data active means inhibition above about 13%, passing the limit was not always enough;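 further: 0% = enzyme with probe and DMSO and 100% = no enzyme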
MT1-MMP act inh – inhibitors of human MT1-MMP activation; HT1080 RFP-PRO-GFP cells, GFP/RFP ratio fluorescence, overnight; percent of plate control window, DMSO zero; actives 0.061% (n = 360,000); P50281; GFP/RFP ratio change, % at 20 µM;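 active means GFP/RFP ratio change of at least 30% with cell ATP level not reduced by more than half and red fluorescence within 50% of control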; further: strong numbers were not always called active
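Material: RFP-PRO-GFP reporter HT1080 cells. Dosing: single-point 20 µM compound, 1% DMSO. Controls: DMSO and RFP-L50D-GFP cell wells. Timing: cells overnight before dosing, compound overnight, 37 °C, 5% CO2. Measure: GFP/RFP fluorescence ratio.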
SKN-1 block – C. elegans SKN-1 inhibition | AID 624304 | inhibition, % at 21.8 µM | C. elegans VP596 Pgst-4::GFP/RFP ratio, acrylamide-induced, 24 h | actives 0.49% (n = 360,000);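 active means interference check ratio from 0.5 to 1.5 plus GFP to RFP signal ratio inhibition reaching or exceeding a fixed threshold, cut at about 30% in these data, passing the limit was not always enough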; further: some compounds called inactive have numbers as strong as hits
MsrA inh – inhibitors of bovine MsrA. purified bovine MsrA, absorbance read-out. inhibition, % at 15.5 µM. actives 0.75% (n = 360,000). AID 651718; in the data active means inhibition above about 4.5%;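 further: 0% = vehicle wells with enzyme and 100% = reference inhibitor wells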
Rin1 Abl inh – human Rin1-Abl interaction inhibition. P00519+Q13671. TR-FRET Rin1/Abl binding, biochemical. inhibition, % at 7.35 µM. actives 0.4% (n = 360,000); in the data active means inhibition above about 5%, passing the limit was not always enough
Neddyl block – blocks human cullin neddylation; P61081+Q13564; TR-FRET cullin neddylation, biochemical; calls only at 25 µM; actives 0.58% (n = 360,000); AID 651699; in the data active means inhibition above about 36%
NRP1-CendR mod – alters CendR peptide binding to human NRP-1; O14786; FAM-RPARPAR peptide binding to NRP-1, fluorescence polarization; inhibition, % at 25 µM; actives 0.85% (n = 360,000); AID 602438;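 active means inhibition or corrected inhibition above about 18%, plus a signal ratio from 0.5 to 1.5, limit read from the data, passing the limit was not always enough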; further: strong numbers were not always called active
Target sequence (O14786 whole entry, looked up): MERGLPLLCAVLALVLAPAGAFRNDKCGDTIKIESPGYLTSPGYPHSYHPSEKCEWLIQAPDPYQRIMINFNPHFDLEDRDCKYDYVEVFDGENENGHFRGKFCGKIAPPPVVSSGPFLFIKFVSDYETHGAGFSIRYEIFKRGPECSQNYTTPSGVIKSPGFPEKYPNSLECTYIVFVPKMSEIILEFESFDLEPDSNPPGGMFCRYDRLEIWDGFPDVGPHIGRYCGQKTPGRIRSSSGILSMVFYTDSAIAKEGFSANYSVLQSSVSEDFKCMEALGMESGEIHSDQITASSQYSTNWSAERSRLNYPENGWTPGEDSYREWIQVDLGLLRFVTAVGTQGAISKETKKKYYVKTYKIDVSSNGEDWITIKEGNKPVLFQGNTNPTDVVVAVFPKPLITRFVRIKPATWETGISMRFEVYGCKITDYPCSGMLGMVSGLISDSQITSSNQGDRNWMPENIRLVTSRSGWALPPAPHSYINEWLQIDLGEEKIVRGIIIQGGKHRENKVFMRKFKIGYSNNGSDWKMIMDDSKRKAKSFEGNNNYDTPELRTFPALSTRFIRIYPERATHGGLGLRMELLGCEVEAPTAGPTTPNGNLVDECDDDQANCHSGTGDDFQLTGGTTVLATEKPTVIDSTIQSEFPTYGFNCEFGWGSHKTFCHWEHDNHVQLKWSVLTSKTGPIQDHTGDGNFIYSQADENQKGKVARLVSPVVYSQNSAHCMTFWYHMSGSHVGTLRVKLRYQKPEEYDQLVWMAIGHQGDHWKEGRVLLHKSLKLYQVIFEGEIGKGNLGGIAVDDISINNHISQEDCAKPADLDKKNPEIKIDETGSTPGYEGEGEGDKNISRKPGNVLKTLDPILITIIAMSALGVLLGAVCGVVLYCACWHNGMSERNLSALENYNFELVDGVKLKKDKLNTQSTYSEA
FAS-TE inh – inhibitors of human fatty acid synthase thioesterase domain; P49327; recombinant FAS-TE, OMFH fluorogenic substrate, fluorescence endpoint; inhibition, % at 15 µM; actives 0.67% (n = 360,000); AID 602261;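 active means compounds whose normalised, plate-corrected inhibition of enzyme fluorescence in the single-dose primary screen is 50% or more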;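 further: 0% = DMSO with enzyme and 100% = substrate without enzyme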
MsrA act – bovine methionine sulfoxide reductase A activation | AID 602163 | purified bovine MsrA, absorbance read-out | activation, % at 10.6 µM | actives 0.3% (n = 360,000); in the data active means activation above about 7.5%;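 further: 0% = vehicle and 100% = reference activator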
An asterisk follows results filed as active; i = inactive; . = not tested or not shown; + = active, no number. Hits appear at their usual frequency. About 4.2% of those tested had a hit in this group.

SMILES	eLon inh	MT1-MMP act inh	SKN-1 block	MsrA inh	Rin1 Abl inh	Neddyl block	NRP1-CendR mod	FAS-TE inh	MsrA act
CC(C)CN(C(=O)COC(=O)/C=C/c1ccc(Cl)c(Cl)c1)c1c(N)n(Cc2ccccc2)c(=O)[nH]c1=O	2.9	1.9	-2.5	-0.9	0.5	i	5.7	-4.5	-4.3
Cn1c(=O)c(C(=O)NCCc2ccccc2)c(O)c2ccccc21	-4.0	-0.6	6.5	1.5	-4.2	i	1.6	14.1	-2.1
COCCNC(=O)CN(C(=O)Cn1nnc2ccccc21)c1ccc(F)c(Cl)c1	-0.9	0.9	-22.7	1.0	2.1	i	5.1	-7.6	-10.0
CCOC(=O)C1=C(C)N=c2s/c(=C/c3ccc(OCC(=O)O)c(OC)c3)c(=O)n2C1c1ccc(Cl)cc1 (configuration not stated)	-15.2	-34.0	2.1	2.4	1.1	+	-148.9	-9.5	-2.1
O=C1/C(=C\c2cccs2)N=C(c2cccs2)N1Nc1ccccc1	-1.0	6.2	17.3	0.2	-1.1	i	-10.7	17.0	-3.1
O=C(CSc1nc2ccccc2n1Cc1ccc(Cl)cc1)N/N=C/c1ccc(C(=O)O)cc1	3.6	0.0	21.7	-0.6	1.2	i	-18.6	11.6	-2.9
Cc1ccc(S(=O)(=O)Oc2ccccc2/C=N/NC(N)=S)cc1	-12.0	3.2	22.6	0.6	-4.1	i	3.7	-7.9	-6.3
Cc1cccc(-n2cc(-c3ccccc3)c3c(=O)[nH]cnc32)c1	-4.9	2.8	7.2	0.0	-2.3	i	3.7	6.4	-8.1
COc1ccc(S(=O)(=O)N2CCC(C(=O)N[C@H](C(=O)NCc3ccccc3)C(C)C)CC2)cc1	-14.1	4.1	5.8	0.7	1.8	i	-12.0	-1.2	-8.7
O=C(CCC(=O)N1CCN(c2ccccn2)CC1)Nc1nnc(C2CCCCC2)s1	2.0	9.2	-1.0	1.2	4.1	i	7.0	-2.9	-1.7
CSc1cccc(N2CC(C(=O)N(Cc3nnc(-c4ccccc4Cl)o3)C3CC3)CC2=O)c1 (configuration not stated)	-10.4	2.2	5.6	-0.8	-3.9	i	6.3	14.3	-7.2
Cc1ccc(Cn2c(=O)c3ccccc3n3c(CCC(=O)O)nnc23)cc1	-0.9	2.1	0.1	1.6	-1.4	i	-3.7	-5.6	-0.3
COC(=O)c1cc(S(=O)(=O)NCCCN2CCCC2=O)cn1C	-8.2	0.0	-8.3	0.4	-2.3	i	-0.9	-8.3	3.3
COc1ccc2cc(/C=N/NC(=O)c3ccc(CN(c4ccc(C)c(C)c4)S(C)(=O)=O)cc3)c(Cl)nc2c1	-5.8	6.7	2.0	-0.2	-0.8	i	0.3	-3.1	-3.5
Cc1ccc(OCC(=O)N2CCN(c3nnc(-c4ccccc4)c4ccccc34)CC2)cc1	-5.0	-1.6	12.8	0.2	0.4	i	-1.2	11.2	-0.9
O=C(COC(=O)c1ccc(OC(F)F)cc1)NCc1cccs1	-7.9	2.2	-1.7	0.2	-0.4	i	-5.5	4.8	0.1
O=C(NCCc1ccccn1)c1ccc(OC(F)F)cc1	-2.2	1.6	-5.2	1.4	0.6	i	4.6	-7.4	-1.1
O=C1OCCC1Sc1nnc(-c2ccc(F)cc2)n1Cc1ccccc1 (configuration not stated)	-3.6	0.9	0.7	-0.5	-2.2	i	-12.1	-6.7	-3.8
O=C(NN=Cc1ccc(N2CCOCC2)s1)c1ccc([N+](=O)[O-])cc1	-1.9	4.2	12.5	2.1	-5.0	i	-6.6	14.4	-2.0
CC(=O)N=c1c(C#N)cc2c(=O)n3cccc(C)c3nc2n1CCCOC(C)C	-15.1	-1.1	22.1	0.0	-7.2	.	-4.3	38.8	-6.6
O=c1ccc2cc(S(=O)(=O)N3CCN(c4cc(Cl)ccc4Cl)CC3)ccc2o1	6.7	-5.2	12.7	0.7	-0.4	i	8.9	38.2	-2.7
O=C(COC(=O)C1(c2ccc(F)cc2)CCCC1)N1CCOCC1	-2.5	-0.4	-21.4	-0.1	-2.6	i	11.7	-4.8	2.3
CCOC(=O)N1CCN(C(=O)CCCCCn2c(=S)[nH]c3cc4c(cc3c2=O)OCO4)CC1	2.5	-1.5	9.0	0.5	-4.3	i	4.9	-2.2	-5.0
c1ccc2[nH]c(CSc3nccs3)nc2c1	3.4	-3.3	5.5	-1.7	-0.9	i	-2.6	-8.1	-12.2
CC(Sc1nnc(NC2CCCCC2)s1)C(=O)N1CCOCC1 (configuration not stated)	-6.1	-2.7	1.1	0.2	-3.2	i	8.1	-2.7	-1.5
C=CCN(CC=C)S(=O)(=O)c1ccc(NC(=S)NC(=O)c2ccco2)cc1	-5.2	2.0	-23.7	0.1	0.2	i	5.9	20.3	-10.8
CCOc1ccc(NC(=O)[C@@H](NC(=O)OCc2ccccc2)[C@@H](C)CC)cc1	11.0	-2.2	3.0	-1.5	-0.2	i	-6.0	-6.6	-3.7
C=CCn1c(SCC(=O)c2c(N)n(CCC)c(=O)n(C)c2=O)nc2sc(CC)cc2c1=O	-8.1	1.9	-3.3	-1.0	-6.1	i	10.6	12.8	-3.4
COc1ccc2c(c1)c(=O)oc1cc(O)ccc12	-3.4	0.1	-1.9	1.3	-5.4	i	-8.5	-2.8	-2.3
CCC(C(=O)NC1CCCC1)N(C(=O)Cn1nnc(-c2ccc(OC)c(OC)c2)n1)c1cccc(O)c1 (configuration not stated)	7.0	-0.8	11.9	-0.3	2.0	i	2.6	-3.4	-1.1
COc1cccc(OCc2cc(C(=O)NCc3ccc4c(c3)OCO4)no2)c1	-1.7	1.1	8.0	3.4	1.0	i	2.1	16.0	-5.0
CCN(CC)S(=O)(=O)c1ccc(N(C)Cc2ccc(C(F)(F)F)cc2)nc1	-0.9	-7.9	3.8	1.2	1.0	i	-6.4	22.0	-1.4
CCc1nc2ccc(C(=O)N3CCC(O)(Cc4ccccc4)CC3)cn2c1N(C)C(=O)Cc1ccccc1	1.9	2.6	4.9	-0.2	1.4	i	11.8	-5.9	-2.8
Cc1ccc(S(=O)(=O)N2CCN(Cc3ccccc3)CC2)s1	4.6	-3.3	-4.5	0.3	-1.9	i	8.7	5.0	-2.7
COc1cc(/C=C2\SC(=S)N(NC(C)=O)C2=O)ccc1OC(=O)c1ccco1	-4.0	0.7	15.6	0.8	-1.4	i	-44.6	-3.2	-1.4
CC1CC(C)CN(CC(=O)N2c3ccccc3CCc3ccccc32)C1 (configuration not stated)	7.0	0.2	10.8	-1.1	-0.4	i	-19.7	-0.4	-7.2
CCCN(CCC)CC(O)Cn1cc(/C=C/C(=O)c2ccccc2)c2ccccc21 (configuration not stated)	-23.2	-13.6	-4.9	-0.2	-7.0	i	-18.8	-10.1	-2.4
Cc1ccc(NC(=O)CSc2nnc(-c3ccncc3)s2)cc1	3.6	-3.4	4.6	-0.2	0.1	i	-12.8	1.2	-1.7
O=C(Nc1nc(-c2ccccc2)cs1)c1ccc(Br)o1	-16.1	6.9	21.6	0.8	-3.9	i	-0.8	17.6	-2.9
CC(C)C1Cc2c(sc3[nH]c(=S)n(Cc4ccccc4)c(=O)c23)CO1 (configuration not stated)	2.5	6.2	8.7	0.3	-5.1	i	-5.1	8.0	-0.5
COc1cc(/C=C/C(=O)OCC(=O)Nc2cc(C)c(C)cc2[N+](=O)[O-])ccc1O	1.6	10.9	-0.2	2.0	0.0	i	-4.1	-1.7	-7.9
O=C(c1cccnc1Cl)N(Cc1ccccc1)Cc1ccccc1	6.8	-1.3	-10.3	0.8	0.4	i	3.9	-0.3	-2.2
C#CCN(C[C@H]1[C@H](OC(=O)Nc2c(C)noc2C)[C@H](OC(=O)Nc2c(C)noc2C)C[C@@H](C(=O)OC)[C@H]1C(=O)OC)S(=O)(=O)c1ccc(C)cc1	-7.0	-0.6	-0.1	1.5	-4.0	i	-7.4	2.3	-4.4
CCOc1ccc(C2N(c3ccc(OC)cc3)C(=O)C3CCCN32)cc1OC (configuration not stated)	6.8	0.2	17.2	-0.4	-2.0	i	0.7	-4.2	2.8
Cc1cc(Nc2ccccc2)n2nc(C)c(-c3ccccc3)c2n1	4.1	2.6	12.1	-1.7	-0.6	.	-3.3	28.6	-1.2

Three entries out of the list, ordered by SMILES length, low to high.
SMILES	eLon inh	MT1-MMP act inh	SKN-1 block	MsrA inh	Rin1 Abl inh	Neddyl block	NRP1-CendR mod	FAS-TE inh	MsrA act
O=C(Nc1nc(-c2ccccc2)cs1)c1ccc(Br)o1	-16.1	6.9	21.6	0.8	-3.9	i	-0.8	17.6	-2.9
Cc1ccc(NC(=O)CSc2nnc(-c3ccncc3)s2)cc1	3.6	-3.4	4.6	-0.2	0.1	i	-12.8	1.2	-1.7
CCN(CC)S(=O)(=O)c1ccc(N(C)Cc2ccc(C(F)(F)F)cc2)nc1	-0.9	-7.9	3.8	1.2	1.0	i	-6.4	22.0	-1.4

The list goes on:
SMILES	eLon inh	MT1-MMP act inh	SKN-1 block	MsrA inh	Rin1 Abl inh	Neddyl block	NRP1-CendR mod	FAS-TE inh	MsrA act
COc1ccc(/C=N/N=C2/NC(=O)C(CC(=O)O)S2)cc1OS(=O)(=O)c1ccccc1 (configuration not stated)	-4.2	-3.2	2.4	4.0	1.3	i	-17.5	-5.6	-4.5
Cc1ccc(OCC(=O)NNC(=S)NC(=O)C2CCCCC2)c(C)c1	-6.7	6.8	-1.1	.	-2.2	i	1.6	3.6	-1.0
Cc1noc(C)c1C(=O)N1CCN(Cc2ccc3c(c2)OCO3)CC1	3.1	-3.0	-4.2	0.1	-0.1	i	-7.0	-4.5	-10.6
O=C(Nc1cccc(S(=O)(=O)NC2=NCCCCC2)c1)C1COc2ccccc2O1 (configuration not stated)	-14.2	1.4	-8.3	0.5	-4.2	i	-6.4	0.6	-4.5
N#Cc1cc(C#N)c(N2CCN(c3cccc(Cl)n3)CC2)nc1N	-3.8	-6.0	5.4	1.2	-0.3	i	-22.2	19.2	-2.3
CC(Oc1ccc(F)cc1)C(=O)Nc1cc(Cl)ccc1-n1cncn1 (configuration not stated)	8.0	4.5	-6.6	1.3	-4.1	i	3.6	5.1	-9.5
CC(C)c1ccc(/C=N/NC(=O)c2nnn(-c3nonc3N)c2CN(C)C2CCCCC2)cc1	0.6	.	0.6	0.3	-2.0	i	11.0	-9.9	-1.2

Of the compounds above, these contain an aryl thioether with sulfur outside any ring.
SMILES	eLon inh	MT1-MMP act inh	SKN-1 block	MsrA inh	Rin1 Abl inh	Neddyl block	NRP1-CendR mod	FAS-TE inh	MsrA act
O=C(CSc1nc2ccccc2n1Cc1ccc(Cl)cc1)N/N=C/c1ccc(C(=O)O)cc1	3.6	0.0	21.7	-0.6	1.2	i	-18.6	11.6	-2.9
CSc1cccc(N2CC(C(=O)N(Cc3nnc(-c4ccccc4Cl)o3)C3CC3)CC2=O)c1 (configuration not stated)	-10.4	2.2	5.6	-0.8	-3.9	i	6.3	14.3	-7.2
O=C1OCCC1Sc1nnc(-c2ccc(F)cc2)n1Cc1ccccc1 (configuration not stated)	-3.6	0.9	0.7	-0.5	-2.2	i	-12.1	-6.7	-3.8
c1ccc2[nH]c(CSc3nccs3)nc2c1	3.4	-3.3	5.5	-1.7	-0.9	i	-2.6	-8.1	-12.2
CC(Sc1nnc(NC2CCCCC2)s1)C(=O)N1CCOCC1 (configuration not stated)	-6.1	-2.7	1.1	0.2	-3.2	i	8.1	-2.7	-1.5
C=CCn1c(SCC(=O)c2c(N)n(CCC)c(=O)n(C)c2=O)nc2sc(CC)cc2c1=O	-8.1	1.9	-3.3	-1.0	-6.1	i	10.6	12.8	-3.4
Cc1ccc(NC(=O)CSc2nnc(-c3ccncc3)s2)cc1	3.6	-3.4	4.6	-0.2	0.1	i	-12.8	1.2	-1.7
